Source: PubChem BioAssay (The Scripps Research Institute Molecular Screening Center)
M1 ag: agonists of human M1 muscarinic receptor; P11229; CHO-K1 hM1, Fluo-8 calcium fluorescence, agonist mode; 0% DMSO, 100% acetylcholine EC100; activation, % at 3 µM; 360,000 compounds, 0.33% hits; AID 588814;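 active = activation above the run's mean compound activation plus 3 SD, cut at about 16% in these data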;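 also: peak over basal fluorescence ratio within a 140 s kinetic read after compound addition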
M1 antag: blocks human M1 muscarinic receptor | CHO-K1 hM1, Fluo-8 calcium fluorescence, ACh EC80 antagonist | inhibition, % at 3 µM | 360,000 compounds, 1.3% hits | AID 588852;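 active = percent inhibition above its own plate's cutoff, namely the mean of that plate's compound wells plus 3 SD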;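 also: peak over basal fluorescence ratio during 140 s after agonist addition; 0% = ACh EC80 plus DMSO and 100% = DMSO alone without agonist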
M5 antag: blocks acetylcholine activation of human M5 receptor; AID 624040; inhibition, % at 3 µM; 360,000 compounds, 0.59% hits; CHO-hM5 cells, Fluo-8 calcium fluorescence, ACh EC80; P08912;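 active = inhibition above a per-plate cutoff, the mean of that plate's test compounds plus 3 SD, cut at about 27% in these data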;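 also: 0% = acetylcholine EC80 with DMSO and 100% = DMSO without agonist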
Target sequence (P08912 whole entry, looked up): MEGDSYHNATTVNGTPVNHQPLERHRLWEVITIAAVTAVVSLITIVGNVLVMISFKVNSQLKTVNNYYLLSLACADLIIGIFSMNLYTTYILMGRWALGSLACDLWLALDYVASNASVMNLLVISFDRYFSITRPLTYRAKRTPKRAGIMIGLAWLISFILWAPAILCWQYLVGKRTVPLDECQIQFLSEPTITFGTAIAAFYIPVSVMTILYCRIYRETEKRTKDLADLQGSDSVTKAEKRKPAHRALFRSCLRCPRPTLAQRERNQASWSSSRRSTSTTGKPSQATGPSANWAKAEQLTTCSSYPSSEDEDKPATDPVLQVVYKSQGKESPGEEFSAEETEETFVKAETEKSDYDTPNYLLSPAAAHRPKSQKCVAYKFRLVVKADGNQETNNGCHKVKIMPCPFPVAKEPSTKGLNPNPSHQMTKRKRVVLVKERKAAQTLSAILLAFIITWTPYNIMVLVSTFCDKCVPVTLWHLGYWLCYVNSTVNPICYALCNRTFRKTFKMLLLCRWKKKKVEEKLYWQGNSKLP
M5 ag: CHRM5 agonism in calcium assay; P08912; 360,000 compounds, 0.19% hits; CHO-K1 hM5 cells, Fluo-8 calcium fluorescence; 0% DMSO wells, 100% maximal acetylcholine response; activation, % at 3 µM; AID 624037;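 active = activation above the run's mean over test compounds plus 3 SD, cut at about 23% in these data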;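 also: signal is peak over basal fluorescence ratio across the kinetic read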
TAAR1 agonist: agonists of human TAAR1 | Q96RJ0 | CHO RD-HGA16 TAAR1, Fluo-8 calcium fluorescence; vehicle wells 0%, saturating PEA agonist 100% | activation, % at 3 µM | 360,000 compounds, 0.99% hits | AID 624467;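 active = activation above the mean activation of all test compounds in the run plus 3 SD, cut at about 38% in these data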
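Test system: RD-HGA16 (CHO) cells co-expressing Gα16 and hTAAR1; dosing: one-point dosing at 3 µM (nominal); timing: 17-24 h seeding, 75 min 37 °C dye, 30 min RT; signal: kinetic Fluo-8 calcium fluorescence; read-out basis: % activation relative to PEA EC100 response; controls: DMSO and PEA EC100; replicates: n 1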
M4 ag: CHRM4 agonism in calcium assay; activation, % at 3 µM; CHO-K1 hM4/Gqi5, Fluo-8 calcium fluorescence; vehicle 0%, full acetylcholine response 100%; P08173; 360,000 compounds, 0.14% hits;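 active = activation above the run mean over all test wells plus 3 SD, cut at about 32% in these data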;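 also: peak over basal fluorescence ratio per well then scaled between controls; 0% = DMSO wells and 100% = acetylcholine at EC100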
Target sequence (P08173 whole entry, looked up): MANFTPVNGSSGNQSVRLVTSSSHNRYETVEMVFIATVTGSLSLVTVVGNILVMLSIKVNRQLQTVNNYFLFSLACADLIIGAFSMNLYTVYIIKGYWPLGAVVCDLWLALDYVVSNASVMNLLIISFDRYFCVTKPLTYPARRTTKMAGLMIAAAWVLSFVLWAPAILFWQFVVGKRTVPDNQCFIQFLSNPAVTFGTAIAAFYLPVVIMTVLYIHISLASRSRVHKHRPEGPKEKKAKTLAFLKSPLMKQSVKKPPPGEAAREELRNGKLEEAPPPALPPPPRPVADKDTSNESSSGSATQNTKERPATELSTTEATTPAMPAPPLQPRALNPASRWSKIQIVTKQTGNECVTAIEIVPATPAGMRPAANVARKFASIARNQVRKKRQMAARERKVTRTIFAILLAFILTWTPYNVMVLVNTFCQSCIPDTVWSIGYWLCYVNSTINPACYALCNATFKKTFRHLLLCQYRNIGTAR
M1 PAM: human CHRM1 positive allosteric modulation; P11229; CHO-K1 hM1, Fluo-8 calcium fluorescence, ACh EC20; 0% = ACh EC20, 100% = maximal ACh; activation, % at 3 µM; 360,000 compounds, 0.088% hits; AID 588819; in the data active = activation above about 19%, passing the limit was not always enough
M4 antag: CHRM4 antagonism in calcium assay; 360,000 compounds, 0.73% hits; P08173; inhibition, % at 3 µM; CHO-hM4 cells, ACh EC80, Fluo-8 calcium fluorescence;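 active = inhibition above its plate's cutoff, the mean inhibition of sample wells plus 3 SD, cut at about 27% in these data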;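 also: 0% = acetylcholine EC80 with DMSO and 100% = DMSO without agonist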
CHRM5 PAM: CHRM5 positive allosteric modulation | 360,000 compounds, 0.3% hits | activation, % at 3 µM | CHO-K1 hM5, Fluo-8 calcium, ACh EC20 PAM; 0% = ACh EC20, 100% = ACh EC100;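 active = activation above the run cutoff, the mean activation of all test compounds plus 3 SD, cut at about 18% in these data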
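Assay system: CHO-K1 hM5 cells. Also added: acetylcholine at EC20 concentration, added after compound. Dosing: 3 µM, single dose. Times: compound preincubation 140 s before EC20 acetylcholine addition. Signal: Fluo-8 calcium fluorescence. Measure: % activation relative to EC20 and EC100 ACh responses. Repeats: singlicate, one well per test compound.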
Active calls of the source: *; nt = not tested or not shown. A portion of the library; the hit share may differ from the screen's.

No.	Molecule	M1 ag	M1 antag	M5 antag	M5 ag	TAAR1 agonist
1	CC(=O)c1cccc(NC(=O)CCCOc2ccc(C)cc2)c1	-6	-1	-1	-1	2
2	O=C(O)CCSc1nnc(-c2ccc3c(c2)OCO3)o1	-3	-9	-5	-7	0
3	O=C(COc1ccc([N+](=O)[O-])cc1)NC(=O)NC1CCS(=O)(=O)C1 (centres undefined)	0	-3	4	1	0
4	CCOc1cc(/C=C2\C(=O)NN(c3ccccc3)C2=O)cc([N+](=O)[O-])c1O	-4	0	-9	-3	1
5	CCN(CC)S(=O)(=O)c1ccc(C(=O)Nn2cnnc2)cc1	-1	-11	4	-3	3
6	Cc1nc2c(-c3ccccc3)c(C)nn2c(C)c1CC(=O)O	1	-5	2	-2	3
7	O=[N+]([O-])c1ccc(OCCOCCOc2ccc([N+](=O)[O-])cc2)cc1	-3	-5	0	-1	0
8	Cc1ccccc1NC1(C#N)C(=O)Nc2ccccc21 (centres undefined)	-2	-19	2	-3	1
9	Cn1nc(C(C)(C)C)c([N+](=O)[O-])c1C(=O)Nc1ccccc1	-5	2	15	0	-2
10	O=C(CSc1nnc(CNC(=O)c2cccs2)o1)Nc1ccccc1	1	-11	-5	-2	3
11	CC(C)c1ccc(NC2CCCN(C(=O)CCN3CCCCC3=O)C2)cc1 (centres undefined)	-3	-7	18	-4	4
12	CC1Oc2ccccc2N(CC(=O)c2ccccc2)C1=O (centres undefined)	-6	-1	5	-3	nt
13	CC(=O)N(c1ccc(C(C)C)cc1)C1C=CS(=O)(=O)C1 (centres undefined)	-2	-23	-6	1	6
14	Cc1cc2n(n1)C(c1cn(-c3ccccc3)nc1C)Nc1ccccc1-2 (centres undefined)	-4	-3	2	-3	6
15	FC(F)(F)c1cnc(-c2cnc(-c3ccncc3)nc2)c(Cl)c1	-8	5	-12	-1	0

No.	M4 ag	M1 PAM	M4 antag	CHRM5 PAM
1	3	6	10	-8
2	1	4	-6	-6
3	1	4	5	2
4	0	8	-5	-8
5	0	9	-11	0
6	2	8	2	-6
7	1	1	2	-1
8	0	3	-4	-3
9	3	-4	-5	-15
10	2	14	-8	3
11	3	9	5	-4
12	0	2	7	-3
13	1	7	3	1
14	0	3	4	-2
15	1	-4	-3	4

Next part:
No.	Molecule	M1 ag	M1 antag	M5 antag	M5 ag	TAAR1 agonist
16	COc1ccc(/C=N/Nc2ncnc3sc(C)c(C)c23)cc1	-8	-8	0	-1	0
17	Cc1cc(N(C)C)nc(Nc2ccccc2)n1	-8	-6	-5	1	92*
18	CCCn1nnnc1NCc1c(F)cccc1Cl	-6	-2	7	-1	1
19	COc1ccc(-c2noc(CN(C)C(=O)c3ccoc3C)n2)cc1OC	1	5	5	-1	2
20	CCOC(=O)C1(Cc2ccc(OC)cc2)CCN(C(=O)C2CCCO2)CC1 (centres undefined)	-6	-2	2	0	0
21	CC(C)(C)C(=O)N1CCN(c2ccc([N+](=O)[O-])cc2-n2cccc2)CC1	-3	1	-1	1	-3
22	COc1ccc(S(=O)(=O)N(Cc2ccco2)Cc2cc3ccccc3[nH]c2=O)cc1	0	10	18	2	9
23	O=C(Nc1ccc(F)cc1)c1ccc(CSc2ccc(Cl)cc2)o1	-6	18	-8	-2	6
24	CCOc1ccc(NC(=O)CN(C)C(=O)c2cc3c(s2)CCC(C)C3)cc1OCC (centres undefined)	-7	-8	-6	-2	6
25	C=CCOc1ccccc1NC(=O)CN1C(=O)CNC1=O	6	3	10	0	-3
26	CCOc1ccc(NC(=O)C2CCCN(c3nc(C)cc(C)n3)C2)cc1 (centres undefined)	-5	1	10	-3	4
27	Cn1cnc2c1c(=O)n(Cc1c(Cl)cccc1Cl)c(=O)n2C	0	-4	6	-3	2
28	CCN(CC)S(=O)(=O)c1cccc(NC(=O)c2cncc(Br)c2)c1	-8	-5	-7	1	5
29	Cc1cc(C(=O)N/N=C/c2cc(Br)cc(Br)c2OC(=O)c2cccc(F)c2)n[nH]1	-9	3	11	-4	7
30	CCC(c1nnnn1-c1ccc2c(c1)OCCO2)N1CCN(c2ccc(C(F)(F)F)cc2[N+](=O)[O-])CC1 (centres undefined)	nt	nt	5	0	1

No.	M4 ag	M1 PAM	M4 antag	CHRM5 PAM
16	1	0	7	0
17	2	2	7	1
18	0	6	7	-4
19	2	-3	-3	8
20	0	7	1	-3
21	0	1	-3	-1
22	11	-9	6	-11
23	1	-6	11	7
24	-2	5	-2	5
25	1	-3	-4	-2
26	0	1	-15	-1
27	1	10	5	0
28	4	2	0	-4
29	1	-1	-3	-6
30	3	nt	4	-11

Other compounds follow.
No.	Molecule	M1 ag	M1 antag	M5 antag	M5 ag	TAAR1 agonist
31	CN(CCCC1CCCC1)C(=O)c1cc(COc2ccc(F)cc2F)on1	-4	-2	7	-4	1
32	CC1(C)SC2c3ccccc3C(=O)N2[C@@H]1C(=O)NC1CCCC1 (some centres undefined)	-4	0	17	0	-2
33	S=C(c1cn(Cc2ccccc2)c2ccccc12)N1CCOCC1	3	-2	9	-3	-2
34	COc1ccccc1C(=O)C1CCCN(C(=O)C2=CC(=O)CC(C)(C)O2)C1 (centres undefined)	-1	-3	5	-2	1
35	Cc1nc2cc(C(F)(F)F)ccc2n1CCNc1nc(-c2ccc(F)cc2)cs1	-8	-5	-3	3	0
36	COc1ccc(C(CC(=O)Nc2ccc(C)cn2)N2Cc3ccccc3C2=O)cc1 (centres undefined)	-3	20	18	2	2
37	COC(=O)c1c(NC(=O)CSc2ncnc3c2cnn3-c2ccccc2Cl)sc2c1CCCC2	-3	-11	-1	-2	2
38	S=c1[nH]nc(CSCCOc2ccc(Cl)cc2Cl)o1	-2	17	4	8	2
39	COc1ccc(C)cc1NC(=O)CCN1CC(C)OC(C)C1 (centres undefined)	-3	-7	0	-1	6
40	Cc1cc(=O)n(C)c(=O)n1CC(=O)N1CCCCCC1	-2	-1	-9	-9	9
41	O=C(CCN1CCCCCC1)Nc1ccccc1F	-1	-12	-5	-1	2
42	Cc1noc(/C=C/c2ccc(-c3ccccc3Cl)o2)c1[N+](=O)[O-]	-2	-5	0	2	nt
43	O=C(Nc1ccccc1N1CCOCC1)C1CCN(S(=O)(=O)c2ccc(Cl)cc2)CC1	-2	-14	8	-1	-1
44	CCCCCn1c(NCc2ccco2)nc2ccccc21	-8	-5	3	-3	3
45	Cc1nn(-c2ccccc2)c(Cl)c1/C=C/C(=O)c1ccc(O)cc1	-3	-1	0	-1	3

No.	M4 ag	M1 PAM	M4 antag	CHRM5 PAM
31	1	-3	-3	-9
32	0	-2	-7	-4
33	2	8	2	-5
34	3	3	-3	-2
35	2	7	-3	6
36	16	-8	16	-10
37	0	7	-3	4
38	14	-4	10	-14
39	2	11	-7	12
40	1	2	4	-4
41	1	5	-3	6
42	3	8	-9	0
43	4	15	1	-5
44	1	3	-13	-1
45	2	1	1	-5

11 entries from above, bar-delimited:
# | SMILES | M1 ag | M1 antag | M5 antag | M5 ag | TAAR1 agonist | M4 ag | M1 PAM | M4 antag | CHRM5 PAM
35 | Cc1nc2cc(C(F)(F)F)ccc2n1CCNc1nc(-c2ccc(F)cc2)cs1 | -8 | -5 | -3 | 3 | 0 | 2 | 7 | -3 | 6
36 | COc1ccc(C(CC(=O)Nc2ccc(C)cn2)N2Cc3ccccc3C2=O)cc1 (centres undefined) | -3 | 20 | 18 | 2 | 2 | 16 | -8 | 16 | -10
37 | COC(=O)c1c(NC(=O)CSc2ncnc3c2cnn3-c2ccccc2Cl)sc2c1CCCC2 | -3 | -11 | -1 | -2 | 2 | 0 | 7 | -3 | 4
38 | S=c1[nH]nc(CSCCOc2ccc(Cl)cc2Cl)o1 | -2 | 17 | 4 | 8 | 2 | 14 | -4 | 10 | -14
39 | COc1ccc(C)cc1NC(=O)CCN1CC(C)OC(C)C1 (centres undefined) | -3 | -7 | 0 | -1 | 6 | 2 | 11 | -7 | 12
40 | Cc1cc(=O)n(C)c(=O)n1CC(=O)N1CCCCCC1 | -2 | -1 | -9 | -9 | 9 | 1 | 2 | 4 | -4
41 | O=C(CCN1CCCCCC1)Nc1ccccc1F | -1 | -12 | -5 | -1 | 2 | 1 | 5 | -3 | 6
42 | Cc1noc(/C=C/c2ccc(-c3ccccc3Cl)o2)c1[N+](=O)[O-] | -2 | -5 | 0 | 2 | nt | 3 | 8 | -9 | 0
43 | O=C(Nc1ccccc1N1CCOCC1)C1CCN(S(=O)(=O)c2ccc(Cl)cc2)CC1 | -2 | -14 | 8 | -1 | -1 | 4 | 15 | 1 | -5
44 | CCCCCn1c(NCc2ccco2)nc2ccccc21 | -8 | -5 | 3 | -3 | 3 | 1 | 3 | -13 | -1
45 | Cc1nn(-c2ccccc2)c(Cl)c1/C=C/C(=O)c1ccc(O)cc1 | -3 | -1 | 0 | -1 | 3 | 2 | 1 | 1 | -5

Next entries.
No.	Molecule	M1 ag	M1 antag	M5 antag	M5 ag	TAAR1 agonist
46	COc1ccc(Cl)cc1NS(=O)(=O)c1cccc(C(=O)NCC2(N(C)C)CCCCC2)c1	-5	7	-4	-4	5
47	Cc1cccc(CCNC(=O)C2CCCN(c3ncnc4c3nc3n4CCCCC3)C2)c1 (centres undefined)	-4	5	6	-3	2
48	FC(F)(F)c1cc(Cl)c2nnc(C(F)(F)Cl)n2c1	-1	-3	13	-2	3
49	CCOC(=O)C1(Cc2cccc(OC)c2)CCCN(S(=O)(=O)c2cccnc2)C1 (centres undefined)	-1	-9	2	4	3
50	C/C(=N\NC(=S)Nc1cc(S(=O)(=O)N2CCOCC2)ccc1Cl)c1ccccc1F	-3	-8	-9	0	1
51	N#Cc1ccsc1NC(=O)CN1CCN(c2ccccc2O)CC1	-2	-8	12	2	6
52	CC1CC(C)CN(S(=O)(=O)c2ccc(C(=O)N(C)Cc3ccccc3)cc2)C1 (centres undefined)	-3	0	7	5	1
53	Cc1ccc(S(=O)(=O)N(C)C)cc1NC(=S)N(C)C1CCN(C)CC1	-7	7	-4	2	-1
54	CC1CCCCN1CCNC(=O)C1CC(=O)N(c2ccc(F)c(Cl)c2)C1 (centres undefined)	-6	10	2	-8	1
55	CC(=O)c1cccc(NC(=O)c2ccc(NS(=O)(=O)c3c(C)noc3C)cc2)c1	-5	6	-2	-11	2
56	O=c1[nH]c(CSc2ccccn2)nc2ccccc12	-6	-11	2	-4	1

No.	M4 ag	M1 PAM	M4 antag	CHRM5 PAM
46	4	-3	-13	4
47	3	-4	-16	-4
48	1	4	-6	3
49	1	6	4	0
50	1	11	6	4
51	3	5	-4	-5
52	4	-5	-2	8
53	10	-4	-3	-5
54	1	-8	10	-1
55	2	0	6	4
56	2	8	8	0
